High-throughput results as filed in PubChem.
STAT3 act: STAT3 signaling activation | U3A cells, IL-6 STAT3-luciferase reporter, luminescence; 100% = signal with IL-6 EC80 alone | activation (% of control), % at 5.6 µM | 190,000 compounds, 0.91% hits;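 active = activation above the screen-wide mean of compound activation plus 3 SD, cut at about 130% in these data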;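 note: 0% = background luminescence of wells with medium and substrate only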
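Material: human STAT1-deficient U3A cells with stable STAT3-luciferase reporter / Probe or stimulus: IL-6 stimulus at 33 ng/mL final / Schedule: 1 h compound pre-exposure, 6 h IL-6 stimulation, 37 °C / Technique: luminescence / Read-out basis: percent of IL-6-only median luminescence / Control set: IL-6-only high control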
STAT1 activator: STAT1 signaling activation; NIH 3T3 STAT1-luciferase reporter, IFN-gamma, luminescence; 100% = IFN-gamma alone, no compound; activation (% of control), % at 5.5 µM; 200,000 compounds, 2.6% hits; AID 932;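 active = activation above the screen-wide mean activation plus 3 SD, cut at about 130% in these data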;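 note: raw ratio to IFN-gamma control signal so 100% means no change and 0% no light; values of inactives mirror those of a sister screen read the other way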
APP 5UTR inh: APP translation inhibition; 190,000 compounds, 0.82% hits; inhibition, % at 2 µM; SH-SY5Y APP 5'UTR-luciferase reporter, luminescence; AID 1285;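 active = inhibition above a set limit, derived from the sample mean plus 3 SD, cut at about 45% in these data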; note: values of inactives mirror those of a sister screen read the other way
STAT3 blocker: STAT3 signaling inhibition | inhibition, % at 5.5 µM | U3A cells, IL-6 STAT3-luciferase reporter, luminescence; host cell line lacks STAT1 | 190,000 compounds, 0.89% hits;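 active = inhibition above the mean inhibition across all screened compounds plus 3 SD, cut at about 44% in these data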;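 note: 0% = DMSO only wells and 100% = 100 µM nifuroxazide control wells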
STAT1 blocker: STAT1 signaling inhibition; 200,000 compounds, 0.35% hits; NIH 3T3 STAT1-luciferase reporter, IFN-gamma, luminescence; AID 920; inhibition, % at 5.5 µM;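 active = inhibition above a set limit, the mean inhibition across all tested compounds plus 3 SD, cut at about 34% in these data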;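 note: 0% = IFN-gamma with DMSO and 100% = IFN-gamma with 300 µM nifuroxazide; values of inactives mirror those of a sister screen read the other way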
ROMK primary: modulators of human ROMK potassium channel | B-score at 10 µM | P48048 | Tet-inducible ROMK, thallium flux fluorescence; actives lie on both sides | 130,000 compounds, 2% hits;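 active = signal ratio slope over the read window, or its plate-corrected B-score, at least 3 SD from the plate mean, either direction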;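 note: B-score of the F/F0 ratio slope over 7 to 12 s after thallium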
Target sequence (P48048 whole entry, looked up): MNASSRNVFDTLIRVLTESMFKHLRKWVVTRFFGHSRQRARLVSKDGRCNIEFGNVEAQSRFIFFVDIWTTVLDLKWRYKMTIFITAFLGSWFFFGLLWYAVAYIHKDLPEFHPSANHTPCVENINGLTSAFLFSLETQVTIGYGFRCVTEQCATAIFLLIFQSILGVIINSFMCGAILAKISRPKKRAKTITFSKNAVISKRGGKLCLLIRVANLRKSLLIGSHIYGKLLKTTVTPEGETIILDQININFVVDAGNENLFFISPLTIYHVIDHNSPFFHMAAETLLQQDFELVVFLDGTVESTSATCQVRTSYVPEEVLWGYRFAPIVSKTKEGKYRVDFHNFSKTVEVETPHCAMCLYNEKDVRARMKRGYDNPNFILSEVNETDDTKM
APP 5'UTR act: activates APP 5'UTR luciferase reporter. SH-SY5Y APP 5'UTR luciferase reporter, luminescence; zero percent = DMSO vehicle wells. activation, % at 2 µM. 190,000 compounds, 1% hits;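 active = activation above a set limit, based on mean plus 3 SD of controls, cut at about 140% in these data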; note: values of inactives mirror those of a sister screen read the other way
FLuc act counter: firefly luciferase counter-screen for stimulation assays. P08659. ATPlite luciferase biochemical, luminescence, 10 min; 0 = ATP-free wells, 1 = DMSO control. activation factor at 10 µM. 200,000 tested, under 10 active;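 active = luciferase activation factor, scaled between plate controls, of at least 2 with compound at 10 µM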
Target sequence (P08659 whole entry, looked up): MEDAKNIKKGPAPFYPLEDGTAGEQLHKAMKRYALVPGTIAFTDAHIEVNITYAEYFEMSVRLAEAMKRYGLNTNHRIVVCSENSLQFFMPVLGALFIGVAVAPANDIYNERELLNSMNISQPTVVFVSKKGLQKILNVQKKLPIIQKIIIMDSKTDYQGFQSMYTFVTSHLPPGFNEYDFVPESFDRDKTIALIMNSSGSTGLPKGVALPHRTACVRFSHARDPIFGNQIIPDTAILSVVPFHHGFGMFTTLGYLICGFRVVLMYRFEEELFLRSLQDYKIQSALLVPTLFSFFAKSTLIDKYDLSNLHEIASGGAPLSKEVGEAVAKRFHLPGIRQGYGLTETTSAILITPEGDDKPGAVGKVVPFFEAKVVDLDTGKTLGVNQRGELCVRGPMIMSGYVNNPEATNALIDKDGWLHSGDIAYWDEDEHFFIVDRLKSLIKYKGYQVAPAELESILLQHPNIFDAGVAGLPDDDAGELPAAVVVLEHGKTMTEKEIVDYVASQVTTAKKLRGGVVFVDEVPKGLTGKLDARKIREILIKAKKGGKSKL
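Assay system: Luciferase/luciferin reagent mix; Medium: PBS as buffer for the ATP substrate; Dosing: test compounds dosed from 2 mM stocks in 100% DMSO; Times: 10 min, room temperature; Signal: luminescence from luciferase reaction; Read-out: luciferase activation; Controls: No-ATP low control, compound-free enzyme-plus-ATP high control.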
NF-kB neuron act: NF-kB expression increase, human neuronal cells; NF-kB reporter expression; active compounds read high; fold change at 12.5 µM; 190,000 compounds, 1.6% hits; AID 1239; in the data active = fold change above about 3.3
FLuc inh counter: Photinus pyralis luciferase inhibition counter-screen. P08659. ATPLite firefly luciferase biochemical luminescence, 10 min. inhibition, % at 10 µM. 200,000 compounds, 1.5% hits. AID 1006;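 active = inhibition above about 50% when tested at 10 µM, limit read from the data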
* marks the source's active call; other numbers are inactive results; / = no result given.

Structure	STAT3 act	STAT1 activator	APP 5UTR inh	STAT3 blocker	STAT1 blocker	ROMK primary	APP 5'UTR act	FLuc act counter	NF-kB neuron act	FLuc inh counter
COc1ccc(C2N=C(c3ccccc3)NC(c3ccccc3)=N2)cc1	94	104	-1	9	-8	-0.89	1	1	/	-5
CC[C@H](C)[C@@H]1NC(=O)c2cc([N+](=O)[O-])cc(F)c2NCCCC[C@@H](C(N)=O)NC(=O)[C@H](CC(N)=O)NC1=O	106	96	4	-11	4	0.7	-4	1.1	0.98	-6
Cc1ccc(Cc2cnc(N3C(=N)SC(C)C3=O)s2)cc1 (stereo unspecified)	99	99	-9	8	-1	0.39	9	1	1.3	1
CCn1c(CNC(=O)Cc2ccc(OC)cc2)nnc1SCC(=O)Nc1ccc(C(=O)O)cc1	97	103	-1	14	-5	0.031	1	1	1.1	-2
COc1ccccc1NC(=O)NCCCl	100	97	1	1	3	/	-1	1.1	0.98	-7
O=C(Cc1ccccc1)NNC1CC(=O)N(c2ccccc2)C1=O (stereo unspecified)	83	91	-13	17	10	/	13	1	1.1	-3
COc1cc(NC(=O)c2ccc(COCC(F)(F)F)cc2)cc(OC)c1OC	96	103	12	10	-3	/	-13	1.1	0.87	-8
Cn1c(-c2ccccc2O)cc2ccccc21	103	97	-1	0	3	-2.7	1	1	1.3	0
O=C(O)c1ccc(-n2[nH]c3c(c2=O)CCCC3)cc1	104	105	-22	7	-7	2.2	22	1	1	0
COc1ccc(C(=O)COC(=O)CN2C(=O)NC(C)(C)C2=O)cc1OC	105	105	0	5	-5	/	0	1	1.1	-2
COc1cccc2c1OC1(C)CC2/C(=C(\C)O)C(=O)N1 (stereo unspecified)	105	103	-22	0	-3	/	22	0.9	1	5
COc1ccccc1Cn1c(C)nnc1-c1cnn(C)c1N	92	93	0	12	7	0.26	0	1	1.4	-1
CCc1ccc(CCC(=O)Nc2nnc(CC)s2)o1	101	103	-9	6	-5	/	9	1	1	-2
Cn1nc(C(=O)N2CCc3ccccc32)c2ccccc2c1=O	95	97	-1	5	3	/	1	1	1	-4
O=C(NCc1ccccn1)c1cc2cc(Br)ccc2oc1=O	85	106	-23	21	-6	/	23	1	1.4	1
CCCC(=O)C1C(=O)CC(CC(C)SCC)CC1=O (stereo unspecified)	100	103	-1	5	-4	-0.12	1	1.1	0.86	-8
CCOC(=O)N1CCN(c2nc(-c3ccco3)cc(C(F)(F)F)n2)CC1	83	104	-4	26	-4	-0.052	4	1.1	0.89	-9
CCOc1ccccc1Nc1nnc(SCc2nnc(-c3cc(OC)c(OC)c(OC)c3)o2)s1	102	107	-14	-1	-8	-1.4	14	1.1	0.43	-10
CCOC(=O)C1(CC)NC(c2ccco2)C2C(=O)N(CC)C(=O)C21 (stereo unspecified)	93	96	-36	12	4	/	36	1	1.1	-3
C/C(=N\NC(=O)c1ccc(C)cc1C)c1ccc2c(c1)OCO2	114	116	12	-16	-19	0.35	-12	1	1.2	0
Cc1ccc(-c2noc(CCC(=O)NCCN3CCN(Cc4ccccc4)CC3)n2)cc1	81	102	-3	25	-2	/	3	1	0.77	-3
O=C(CCN1C(=O)c2ccccc2C1=O)Nc1nc2ccccc2s1	109	113	/	-10	-14	-0.83	/	1	1.6	3
COC(=O)C(C)NC(=O)c1ccc(C(C)(C)C)cc1 (stereo unspecified)	107	121	-12	-5	-23	/	12	0.6	1.6	40
Cn1c(=O)c2c(nc(SCc3ccccc3)n2Cc2ccc(Cl)cc2)n(C)c1=O	108	86	-11	-5	7	/	11	1.1	0.86	-6
Cc1ccc(CNC(=O)c2cccc(-n3cnnn3)c2)cc1	99	99	1	7	1	/	-1	1	0.99	4
Cn1cc(-c2ccccc2C(N)=O)c(=O)c2ccccc21	106	105	23	-1	-3	0.92	-23	1.1	1.2	-6
O=C(c1ccc(S(=O)(=O)N2CCCCC2)cc1)N1CCN(CCN2C(=O)c3cccc4cccc(c34)C2=O)CC1	82	102	11	25	-5	0.18	-11	1	1.1	-4
CCNC(=S)NNC(=O)c1cc(C)on1	98	99	0	7	2	0.86	0	1	1.2	-3
CCOC(=O)C1CCCc2c1[nH]c1ccc(Cl)cc21 (stereo unspecified)	95	101	-24	9	-3	/	24	1.1	1.1	-8
CCN(CC)C(=O)CSc1nnc(-c2ccccc2)o1	114	123	-29	-10	-26	-0.03	29	0.9	1.7	8

New compounds follow
Structure	STAT3 act	STAT1 activator	APP 5UTR inh	STAT3 blocker	STAT1 blocker	ROMK primary	APP 5'UTR act	FLuc act counter	NF-kB neuron act	FLuc inh counter
CCCn1c(SCC(N)=O)nnc1-c1ccco1	96	100	5	10	-2	/	-5	1.1	1.1	-6
O=C(COC(=O)CNC(=O)c1ccccc1F)Nc1cccnc1Cl	99	96	-23	3	3	0.83	23	1	1.1	-2
Cc1ccc(C)c(S(=O)(=O)Nc2ccc(C(=O)NCCc3ccccn3)cc2)c1	102	104	-9	-2	-4	0.47	9	1	0.9	0
COc1ccc(-c2ccc(SCC(=O)N3CCOCC3)nn2)cc1OC	112	94	-2	-11	6	0.58	2	0.8	0.84	18
CCOC(=O)C1=C(C)NC(SC(C)=O)=NC1c1ccc(OC(C)=O)c(OC)c1 (stereo unspecified)	112	108	12	-14	-13	-0.34	-12	1.1	1.5	-5
CSc1ccc(CNC2CC2)cc1	95	97	-4	14	4	/	4	1	0.97	1
CCNC(=O)Oc1ccc(-c2csnn2)cc1	94	101	-4	9	0	-0.24	4	1	1.2	-4
COC(=O)[C@@]1(Cc2ccc(OC)cc2)[C@@H]2[C@@H](CC(=O)[C@H]2CC(=O)C(=O)N(C)C)CN1C(=O)c1ccccc1	96	97	-4	2	4	-0.53	4	1	1.3	-3
Cc1ccc(-c2csc(NC(=O)CSc3nnc4c(n3)[nH]c3ccccc34)n2)cc1	91	94	8	8	8	-0.35	-8	1.1	0.88	-6
Cc1ccc(C(=O)NN2C(=O)/C(=C/c3cn(C)c4ccccc34)SC2=S)cc1	85	97	-10	16	4	0.039	10	1	1.4	4
CC(=O)c1cc(-c2ccccc2)n(CC(=O)N2CCC(N3CCCCC3)CC2)c1C	104	101	4	0	-1	/	-4	1	0.92	-1
O=C(Nc1ccc(Cl)cc1)Nc1ccc2c(c1)N1CCN=C1S2	90	115	-2	21	-17	-3	2	1	1.1	4
CCCOC(=O)C1=C(C)NC(=O)NC1c1ccc(Br)s1 (stereo unspecified)	102	90	21	0	9	/	-21	1	1.1	-2
CSc1ccccc1NC(=O)Cc1ccc(Br)cc1	88	86	-18	12	16	0.36	18	1	1.2	-1
COc1ccc(CC(=O)OCc2nnc(C3COc4ccccc4O3)o2)cc1OC (stereo unspecified)	103	100	-7	0	0	0.62	7	1.1	1.1	-6
O=C(CN1CCN(S(=O)(=O)c2ccccc2F)CC1)Nc1ccccc1C(=O)c1ccccc1	106	82	-79	-4	19	-0.39	79	1.1	0.68	-10
O=[N+]([O-])/C(N=Nc1ccccc1)=N\Nc1ccccc1	101	95	-13	8	6	0.33	13	1.1	0.94	-6
CC(C)CC(=O)Nc1ccc2ccccc2c1	97	119	-34	8	-25	-2.2	35	1	1.7	-2
CCOC(=O)c1cnn(-c2ccccc2)c1N	96	99	-13	5	1	-0.74	13	0.9	1.9	6
CCN(CC)C(=O)CSc1nnc(-c2ccc(F)cc2)n1N	97	102	-23	9	-2	-1	23	1	1.6	-3
O=[N+]([O-])c1ccc2oc(-c3cccc(O)c3)nc2c1	103	111	-184	2	-14	/	184*	0.5	/	53*
Cc1nc2c3cnn(-c4ccc(C)c(C)c4)c3ncn2n1	99	148*	/	8	-53	/	/	0.9	4.3*	7
C=CCOn1c(=O)c(C)[n+]([O-])c2ccccc21	103	107	3	3	-7	-0.7	-3	1	1.1	1
CC(C)c1csc(CN2CCC(CO)(Cc3cccc(F)c3)CC2)n1	100	95	-11	4	4	-1.4	11	1	0.97	-1
Cc1cccc(-n2ccnc2SCC(=O)Nc2ccc3c(c2)OCCO3)c1	106	105	-5	-3	-5	/	5	1	1.1	-5
Cn1cc(CN2CCCCC2CO)c(-c2ccc(Oc3ccccc3)cc2)n1 (stereo unspecified)	100	97	-5	4	1	-0.69	5	1.1	1.8	-9
COc1cccc(C(=O)NCCCn2ccnc2)c1	92	94	-3	13	6	-0.043	3	1	1.1	-2
COc1cccc(NC(=S)N(CCN(C)C)C(C)c2cccnc2)c1 (stereo unspecified)	98	91	4	11	8	-0.87	-4	1.1	1.5	-11
CN(C)c1ccc(NC(=O)CN2CCC(C(=O)c3ccc(F)cc3)CC2)cc1	94	96	5	10	5	/	-5	1	1.1	3
COc1ccc(NC(=O)c2ncn[nH]2)cc1	101	113	0	0	-14	/	0	0.8	1.4	16

2 records picked at random from those above:
Structure	STAT3 act	STAT1 activator	APP 5UTR inh	STAT3 blocker	STAT1 blocker	ROMK primary	APP 5'UTR act	FLuc act counter	NF-kB neuron act	FLuc inh counter
Cn1cc(CN2CCCCC2CO)c(-c2ccc(Oc3ccccc3)cc2)n1 (stereo unspecified)	100	97	-5	4	1	-0.69	5	1.1	1.8	-9
CCNC(=O)Oc1ccc(-c2csnn2)cc1	94	101	-4	9	0	-0.24	4	1	1.2	-4

Following part.
Structure	STAT3 act	STAT1 activator	APP 5UTR inh	STAT3 blocker	STAT1 blocker	ROMK primary	APP 5'UTR act	FLuc act counter	NF-kB neuron act	FLuc inh counter
Cc1noc(C)c1S(=O)(=O)N(CC(=O)Nc1ccc2c(c1)OCO2)c1ccc(C(C)C)cc1	99	76	-3	6	26	/	3	1	0.93	-5
CCCCSc1nnc(-c2c[nH]c3ccccc23)n1C	85	113	/	26	-15	/	/	0.9	2	9
O=C(NCC1CCCO1)c1cc(NS(=O)(=O)c2cccs2)cc(NS(=O)(=O)c2cccs2)c1 (stereo unspecified)	94	96	-10	12	6	0.56	10	1.1	1.1	-5
O=C(c1ccccc1)C(C(=O)N1CCCCC1)n1ccccc1=O (stereo unspecified)	98	92	-11	5	7	2.4	11	1	1	0
O=[N+]([O-])c1ccc(CN2CCCCCC2)s1	94	90	13	2	11	/	-13	1	1	-2
CN(C)C(=O)c1nc2ccc(Cl)cn2c1CN1CCCC(OCc2cccnc2)C1 (stereo unspecified)	97	116	-16	9	-17	1.4	16	1	1	-5
O=C(N/N=C/c1ccc(F)cc1)c1cc(-c2ccco2)nc2ccccc12	107	93	-1	-4	8	0.53	1	0.5	1.4	48
O=c1oc(-c2ccc([N+](=O)[O-])cc2)nc2ccccc12	97	102	9	12	-1	0.19	-9	1	1.4	3
O=C(/C=C/c1cccc([N+](=O)[O-])c1)OC1CCCCC1=O (stereo unspecified)	103	105	-2	1	-6	0.15	2	1	1.3	-5
O=C(CSc1ncccn1)NCc1cccc(Cl)c1	99	110	-19	9	-11	-1	19	1	1.6	2
O=C(c1ccco1)N1CCN(c2nc(-c3ccc(F)cc3)cs2)CC1	93	99	16	13	1	/	-16	1	1.1	-2
